High-throughput results (PubChem BioAssay)
EBNA-1 inhibitor: EBNA-1 DNA-binding inhibitors, primary screen, biochemical, fluorescence polarization; inhibition, % at 14.8 µM; hit rate 0.34% among 300,000; in the data active means inhibition above about 28%
ZTA counter: counter-screen for EBNA-1 inhibitors: inhibitors of Epstein-Barr virus ZTA; P03206; ZTA-DNA binding, fluorescence polarization; inhibition, % at 11 µM; hit rate 0.15% among 320,000; AID 2234; in the data active means inhibition above about 33%
Bcl-xL primary: inhibitors of human Bcl-xL, primary screen, biochemical, fluorescence polarization, HTS; GST-Bcl-xL / FITC-Bim BH3 peptide fluorescence polarization; inhibition, % at 10.9 µM; hit rate 0.7% among 320,000; AID 2129, 2009;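 active means inhibition above the mean of all tested compounds plus 3 SD, cutoff set per campaign, cut at about 30% in these data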;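 further: 0% = DMSO wells and 100% = unlabeled Bim-BH3 peptide competitor; inhibitors lower millipolarization by displacing the labeled peptide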
Target sequence (Q07817 whole entry, looked up): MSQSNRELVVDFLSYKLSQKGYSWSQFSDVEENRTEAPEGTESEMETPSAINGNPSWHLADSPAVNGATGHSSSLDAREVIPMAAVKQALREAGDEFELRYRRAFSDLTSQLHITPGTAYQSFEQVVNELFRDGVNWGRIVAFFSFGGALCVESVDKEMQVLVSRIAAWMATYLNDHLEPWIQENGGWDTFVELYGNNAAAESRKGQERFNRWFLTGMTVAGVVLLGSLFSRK
MEX-5 binding: MEX-5 zinc finger RNA-binding disruptors – biochemical, C. elegans, fluorescence polarization, MLPCN library, primary screen. Zinc finger protein mex-5 (Caenorhabditis elegans), Q9XUB2. MEX-5/FITC-TCR2 RNA binding; hits give low values. activity score (negative = inhibition of binding), % at 10 µM. hit rate 0.38% among 300,000. AID 1832, 2009;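 active means inhibition past about -25% in most replicates, and total fluorescence under double the plate's negative control median, limit read from the data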;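 further: 0% = DMSO and -100% = 5 µM competing unlabeled TCR2 RNA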
Efflux pump mplx: inhibitors of Candida efflux pumps in yeast, primary screen, S. cerevisiae, Nile Red, multiplex; S. cerevisiae Candida pump triplex; inhibition, % at 10 µM; AID 485275, 2010; hit rate 0.44% among 330,000;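 active means plate passing quality check with inhibition over a set limit, or well fluorescence over plate mean plus 4 SD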;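 further: Nile Red retained in pooled yeast measured as flow cytometry median fluorescence; 0% = buffer negative control and 100% = Enniatin B positive control; higher means more Nile Red kept so more efflux inhibition; some compounds called inactive have numbers as strong as hits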
Yeast superoxide: reduction of superoxide in aged yeast, primary screen, HTS; S. cerevisiae aged cells, superoxide DHE fluorescence; hits give low values; superoxide response (% of plate mean), % at 10 µM; hit rate 0.18% among 330,000; AID 2690, 2010;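 active means superoxide response under a set limit, about three screen SD below normal, cut at about 65% in these data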;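 further: yeast aged for seven days with compound at 30 °C before DHE staining; 100% = average MFI of all compound-treated wells on the plate with controls excluded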
Fam108B inh: mouse Fam108B serine hydrolase inhibitors, primary screen, counter-screen for RBBP9 inhibitor project, biochemical, fluorescence polarization | AID 1947, 2009 | recombinant Fam108B, FP-Rh probe fluorescence polarization | hit rate 0.33% among 300,000 | inhibition, % at 9.51 µM;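 active means inhibition above the screen mean inhibition plus 3 SD, computed separately per campaign, cut at about 18% in these data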;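 further: inhibitors lower polarization as less probe binds the enzyme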
MCL1-BIM inh: inhibitors of MCL1 binding to BIM-BH3, primary screen, biochemical, fluorescence polarization | hit rate 0.68% among 320,000 | Induced myeloid leukemia cell differentiation protein Mcl-1 (Homo sapiens), Q07820 | inhibition, % at 10.9 µM | GST-MCL1 / FITC-Bim-BH3 fluorescence polarization;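 active means inhibition above the mean inhibition of all tested compounds plus 3 SD, set per campaign, cut at about 40% in these data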;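 further: 0% = DMSO wells and 100% = unlabeled Bim-BH3 peptide control; higher means more loss of mP so more displacement of Bim peptide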
Target sequence (Q07820 whole entry, looked up): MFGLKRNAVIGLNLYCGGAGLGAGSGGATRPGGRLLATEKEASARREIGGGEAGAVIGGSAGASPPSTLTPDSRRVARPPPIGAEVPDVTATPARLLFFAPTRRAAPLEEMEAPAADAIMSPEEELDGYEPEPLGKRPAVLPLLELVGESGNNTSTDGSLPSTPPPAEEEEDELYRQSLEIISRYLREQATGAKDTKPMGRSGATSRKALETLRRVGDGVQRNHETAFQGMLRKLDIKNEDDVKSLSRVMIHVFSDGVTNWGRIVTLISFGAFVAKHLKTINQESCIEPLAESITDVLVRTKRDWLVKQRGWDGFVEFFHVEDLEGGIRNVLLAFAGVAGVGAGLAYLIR
GLD-1 RNA inh: GLD-1/TGE RNA complex disruptors, primary screen, biochemical, fluorescence polarization; purified GLD-1 + fluorescein TGE RNA; inhibition, % at 5.96 µM; hit rate 0.44% among 320,000;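 active means percent inhibition above a per-plate cutoff, the plate mean of test compounds plus 3 SD, cut at about 30% in these data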;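 further: 0% = DMSO wells with GLD-1 and probe and 100% = wells lacking GLD-1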
Target sequence (Q17339 whole entry, looked up): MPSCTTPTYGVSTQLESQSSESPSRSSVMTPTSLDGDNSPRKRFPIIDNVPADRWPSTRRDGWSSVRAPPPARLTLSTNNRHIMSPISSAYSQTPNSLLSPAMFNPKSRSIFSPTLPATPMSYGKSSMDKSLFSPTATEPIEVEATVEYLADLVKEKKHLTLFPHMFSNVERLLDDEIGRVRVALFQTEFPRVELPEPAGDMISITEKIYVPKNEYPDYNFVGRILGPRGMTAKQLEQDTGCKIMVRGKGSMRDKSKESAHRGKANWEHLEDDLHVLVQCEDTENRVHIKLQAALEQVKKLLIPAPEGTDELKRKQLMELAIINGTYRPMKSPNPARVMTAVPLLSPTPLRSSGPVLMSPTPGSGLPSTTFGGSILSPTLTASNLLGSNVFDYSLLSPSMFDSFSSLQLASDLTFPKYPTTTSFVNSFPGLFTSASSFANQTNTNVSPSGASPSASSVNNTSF
An asterisk follows results filed as active; · = not tested or not shown.

1: Cc1ccc(CN2CCC(Oc3cccc(C(=O)N(C)CCN(C)C)c3)CC2)cc1C
2: COc1cc(C(=O)Nc2cc(C)c(OCC(=O)N3CCOCC3)c(C)c2)cc(OC)c1OC
3: CN1/C(=C\C(=O)CSc2cccc[n+]2[O-])C(C)(C)c2ccccc21
4: Cn1c(SCC(=O)Nc2nccs2)nnc1C12CC3CC(CC(C3)C1)C2
5: COc1ccc2nc(C(C)O)[nH]c2c1 (configuration not stated)
6: CCOC(=O)c1ccc(NC(=O)Nc2ncccc2C)cc1
7: CCOc1ccccc1C(=O)NCC(=O)N1CCN(Cc2ccc3c(c2)OCO3)CC1
8: COc1ccc(C2CCCN2C(=O)Nc2cccc(C(C)=O)c2)cc1OC (configuration not stated)
assay / compound,1,2,3,4,5,6,7,8
Fam108B inh,0,-1,1,-2,-1,2,·,0
MEX-5 binding,0.6,1.0,-0.2,2.7,0.9,1.7,·,0.2
Bcl-xL primary,6,1,-13,0,2,1,3,5
GLD-1 RNA inh,-7,6,-2,4,8,-5,0,-1
ZTA counter,-2,-7,3,10,-18,3,13,5
MCL1-BIM inh,2,-4,-13,2,-2,4,-1,-1
Yeast superoxide,89,90,101,100,98,87,87,97
Efflux pump mplx,0.3,-0.1,0.0,0.0,-0.1,-0.1,0.1,0.0
EBNA-1 inhibitor,-9,-11,3,4,1,6,·,-4

Record cards, from the list above. Values in the order: Fam108B inh, MEX-5 binding, Bcl-xL primary, GLD-1 RNA inh, ZTA counter, MCL1-BIM inh, Yeast superoxide, Efflux pump mplx, EBNA-1 inhibitor
Shown for COc1ccc(C2CCCN2C(=O)Nc2cccc(C(C)=O)c2)cc1OC (configuration not stated) → 0, 0.2, 5, -1, 5, -1, 97, 0.0, -4
Shown for COc1cc(C(=O)Nc2cc(C)c(OCC(=O)N3CCOCC3)c(C)c2)cc(OC)c1OC → -1, 1.0, 1, 6, -7, -4, 90, -0.1, -11
Shown for Cc1ccc(CN2CCC(Oc3cccc(C(=O)N(C)CCN(C)C)c3)CC2)cc1C → 0, 0.6, 6, -7, -2, 2, 89, 0.3, -9
Shown for COc1ccc2nc(C(C)O)[nH]c2c1 (configuration not stated) → -1, 0.9, 2, 8, -18, -2, 98, -0.1, 1

Other results.
9: CCCCNC(=O)c1sc(=S)n(-c2ccccc2OC)c1N
10: Nc1ccc(OCC(O)C[n+]2ccc(CCS(=O)(=O)[O-])cc2)cc1 (configuration not stated)
11: COc1ccc(C(=O)c2c(N)sc3c2CCN(C(=O)OC(C)(C)C)C3)cc1
12: CCCNC(=O)C(Cc1ccc(Br)cc1)NC(=O)c1ccc(C#N)cc1 (configuration not stated)
13: NC(=O)COc1ncn(-c2ccccc2)n1
14: CCCNC(=O)c1ccc2c(=O)c(O)c(-c3ccc(C)cc3)[nH]c2c1
15: CC(/C=N\NC(=O)Cn1c(C)nc2ccccc21)=C\c1ccccc1
16: CC(=O)Nc1ccc(S(=O)(=O)N2CCC(C(=O)NCc3ccco3)CC2)cc1
assay / compound,9,10,11,12,13,14,15,16
Fam108B inh,0,-1,-5,·,1,2,0,1
MEX-5 binding,1.3,0.6,1.9,·,0.7,-2.6,-5.1,-1.4
Bcl-xL primary,7,5,-21,-2,8,2,5,0
GLD-1 RNA inh,3,-13,-13,0,0,9,5,8
ZTA counter,6,1,4,1,-12,6,3,10
MCL1-BIM inh,2,-1,-31,1,1,7,3,3
Yeast superoxide,95,93,94,96,117,89,102,96
Efflux pump mplx,0.0,0.0,0.1,0.4,-0.1,-0.1,-0.1,-0.1
EBNA-1 inhibitor,-3,-7,-6,·,-13,7,5,-3

17: C=CCCN(C(CC(C)C)C(=O)OC)S(=O)(=O)c1cc(Br)ccc1Br (configuration not stated)
18: C#CCOCCOCCOCCNc1nc(N2CCOCC2)nc(N2CCN(C(=O)[C@H](C)n3cc(CCCN=C(N)N)nn3)CC2)n1
19: COCCn1c(SCC(=O)Nc2ccc(Cl)cn2)nc2ccccc21
20: COc1ccc(S(=O)(=O)N2CCc3ccccc32)cc1C(=O)NCCc1ccccn1
21: CCOC(=O)c1cnn(-c2ccccc2)c1-n1cccc1C(=O)C(=O)Nc1ccc(F)cc1
22: COc1ccc(C(=O)NN2C(=O)C3CCC(C)(C2=O)C3(C)C)cc1 (configuration not stated)
23: COCCSc1ccccc1C(=O)Nc1ccncc1
24: Cc1cc2c(c(=O)n1CCc1ccccc1)C(C(C)C)C(C#N)=C(N)O2 (configuration not stated)
assay / compound,17,18,19,20,21,22,23,24
Fam108B inh,4,2,2,-5,5,3,3,3
MEX-5 binding,-1.9,1.6,2.6,0.1,2.3,0.6,-0.2,1.3
Bcl-xL primary,-2,1,-8,6,5,1,0,6
GLD-1 RNA inh,-1,5,5,-5,7,5,-7,-6
ZTA counter,-27,2,2,15,6,9,-4,-10
MCL1-BIM inh,0,5,-6,6,12,3,10,5
Yeast superoxide,86,100,88,115,94,83,97,75
Efflux pump mplx,0.1,-0.2,-0.1,-0.2,0.1,-0.1,0.1,-0.1
EBNA-1 inhibitor,7,-2,2,4,7,6,4,-6

25: Cc1cccc(-c2nnc3n2N=C(c2ccccc2)CS3)c1
26: Cc1cc(C(=O)CSc2n[nH]c(N)n2)c(C)n1-c1ccc(F)cc1
27: CCn1c(CCc2nc3ccccc3[nH]2)n[nH]c1=S
28: CCOCC(=O)Nc1cc(-c2cn3cccnc3n2)ccc1C
29: O=C(O)Cc1csc(NC(=O)CSc2cccc(C(=O)O)n2)n1
30: Cc1cc(C(=O)CSc2nnc(-c3cccnc3)n2-c2ccccc2F)c(C)n1CC1CCCO1 (configuration not stated)
31: O=C(Cn1cc(S(=O)(=O)Cc2ccccc2)c2ccccc21)N1CCOCC1
32: O=C1NC2(CCCCC2)C(=O)N1CCN1C(=O)c2ccccc2C1=O
assay / compound,25,26,27,28,29,30,31,32
Fam108B inh,-1,3,-1,2,-1,3,2,-2
MEX-5 binding,-1.5,-2.0,7.8,1.8,-1.7,-0.1,2.5,-0.4
Bcl-xL primary,-2,6,-3,1,-2,-1,0,2
GLD-1 RNA inh,1,-8,7,6,7,3,5,-2
ZTA counter,3,-12,5,2,-12,11,1,-10
MCL1-BIM inh,-2,6,0,4,-1,-5,2,-7
Yeast superoxide,115,86,97,102,116,104,85,107
Efflux pump mplx,0.0,0.1,-0.2,-0.1,-0.1,-0.1,0.1,0.2
EBNA-1 inhibitor,12,-8,2,8,2,9,-6,-7

33: Cc1oc2cc3oc(=O)c(CCC(=O)N[C@H](C(=O)O)C(C)C)c(C)c3cc2c1C
34: COc1cc2c(cc1NS(=O)(=O)N1CCCCC1)oc1ccccc12
35: O=C(NCC1CCN(Cc2ccccc2F)CC1)C1CCCN(c2ncnc3c2nc2n3CCCCC2)C1 (configuration not stated)
36: CC(=O)n1ccnc1
37: O=C(CN1C(=O)NC2(CCCCCCC2)C1=O)Nc1ccc(Br)cc1Br
38: CC(NC(=O)C1CCN(C(=O)Nc2ccccc2)CC1)c1ccccc1 (configuration not stated)
39: COC(=O)C1=C(C(=O)OC)C(c2ccc(OC)c(OC)c2)c2sc(=O)[nH]c2S1 (configuration not stated)
40: CCOC(=O)/C=C/c1nc(C(=O)OCC)c(C)c(=O)[nH]1
assay / compound,33,34,35,36,37,38,39,40
Fam108B inh,1,-1,-4,0,·,1,3,0
MEX-5 binding,0.8,3.0,0.1,1.1,·,-1.6,-0.6,1.3
Bcl-xL primary,7,1,2,-2,-3,-2,10,1
GLD-1 RNA inh,2,4,-9,-1,3,-1,8,-11
ZTA counter,-2,-9,19,6,7,-4,-17,8
MCL1-BIM inh,-2,5,4,2,0,-2,15,0
Yeast superoxide,123,90,86,102,115,104,170,94
Efflux pump mplx,0.7,-0.2,0.1,-0.1,0.0,-0.1,-0.1,0.0
EBNA-1 inhibitor,-2,-5,1,-2,·,-11,6,0

41: COc1cc(C(=O)NC2CC(C)(C)Cc3c2cnn3-c2ccccc2)cc(OC)c1OC (configuration not stated)
42: O=C1c2ccccc2C(=O)N1/N=C/c1ccc(O)c(O)c1
43: CCN(CC(=O)Nc1cccc(OC)c1)CC(=O)Nc1ccccc1C
44: COC(=O)Nc1ccc(S(=O)(=O)N2CCCC(C(=O)NC3CCCCC3)C2)cc1 (configuration not stated)
45: COc1ccc(OC)c(Nc2nc(-c3sc(NC(=O)c4ccccc4)nc3C)cs2)c1
46: Cc1cccc(N2CC(O)(c3cccs3)[N+]3=C2CCCC3)c1C (configuration not stated)
47: O=C(NCc1ccccn1)c1coc(=O)c(Br)c1
48: Cc1cccc(NC(=O)CN2CCN(C(=O)c3oc4c(Cl)cccc4c3C)CC2)c1C
assay / compound,41,42,43,44,45,46,47,48
Fam108B inh,-1,4,3,-1,19*,0,0,·
MEX-5 binding,1.0,-6.3,-1.0,0.5,0.9,-6.0,-6.8,·
Bcl-xL primary,1,6,-4,1,-16,2,5,2
GLD-1 RNA inh,-3,2,-1,3,-13,-5,6,5
ZTA counter,2,0,4,7,-2,10,4,-6
MCL1-BIM inh,0,12,0,2,-18,-3,8,-6
Yeast superoxide,85,103,107,99,114,102,92,104
Efflux pump mplx,0.1,0.4,0.0,0.4,0.1,0.0,-0.1,0.2
EBNA-1 inhibitor,32*,-1,4,12,-8,-6,4,·

49: CCOC(=O)N1CCN(Cc2nc(N)nc(Nc3ccc(C)cc3)n2)CC1
50: CN(C)C(=O)CSc1nnc(-c2cnccn2)n1C
51: O=C(CCN1C(=O)c2ccc([N+](=O)[O-])cc2C1=O)Nc1ccccc1C(=O)O
52: Cc1ccc(C)c(S(=O)(=O)NCC(=O)N2CCCC2)c1
53: Cc1cccc(NC(=O)CN(C)S(=O)(=O)c2cccc3cccnc23)c1
54: Brc1cc2ccccc2[n+](Cc2ccccc2)c1
55: Fc1ccc(-c2cc(-c3cccs3)cc(-c3ccccc3)n2)cc1
56: CCN1C(=O)c2cccc3c(S(=O)(=O)N(C(=O)c4ccncc4)c4ccc(OC)cc4)ccc1c23
assay / compound,49,50,51,52,53,54,55,56
Fam108B inh,-1,-3,-1,-2,-1,0,-6,-4
MEX-5 binding,1.2,-2.2,-3.1,1.0,1.0,2.2,-2.1,0.0
Bcl-xL primary,5,5,0,4,5,4,1,6
GLD-1 RNA inh,-2,7,0,-2,-4,4,13,-4
ZTA counter,-11,-17,-8,-19,-17,-14,0,3
MCL1-BIM inh,7,3,-2,-2,2,2,1,14
Yeast superoxide,97,104,100,100,109,100,107,87
Efflux pump mplx,0.1,0.0,0.0,0.1,0.1,0.0,-0.1,-0.2
EBNA-1 inhibitor,3,-7,-11,-8,-8,-6,6,-9

57: COc1ccc(-n2ncc3c(=O)n(CC(=O)N4c5ccccc5CC4C)cnc32)cc1 (configuration not stated)
58: Cc1ccc(C)c(NC(=O)COC(=O)c2ccc3c(c2)OCO3)c1
59: CCN(C(=O)Cn1nnc(-c2ccccc2)n1)C1CCS(=O)(=O)C1 (configuration not stated)
60: CCOc1ccc(S(=O)(=O)N2CCCC(C(=O)NCc3cccnc3)C2)cc1C (configuration not stated)
61: N#Cc1ccsc1NC(=O)c1cccc([N+](=O)[O-])c1
assay / compound,57,58,59,60,61
Fam108B inh,-5,-2,2,3,13
MEX-5 binding,1.8,2.0,-0.7,-1.2,-4.5
Bcl-xL primary,1,8,-8,4,7
GLD-1 RNA inh,-2,5,11,2,5
ZTA counter,1,5,-2,-20,5
MCL1-BIM inh,1,11,-13,8,10
Yeast superoxide,92,88,100,100,92
Efflux pump mplx,0.0,-0.1,0.0,0.1,-0.1
EBNA-1 inhibitor,31*,5,2,-7,3
